Source: PubChem BioAssay
RGS12 GoLoco inh = blocks human Gai1 binding to RGS12 GoLoco peptide, red readout | Potency, µM (top dose mostly 61.6 µM), for the others: at the highest dose activity, negative = inhibition, hits mostly inhibitors | AID 880 | Gai1:RGS12 GoLoco peptide FP, rhodamine, 10 min | P63096 | hit rate 0.44% among 230,000; active means well fitted inhibition curve with a large enough effect, not every such curve was filed as active; inactive means no such curve, though single readings can be large or run the other way; further: on the % scale 0 is the no-effect control and ±100 the full control effect; nearly all actives have a fitted effect of over 30% in size; many of its hits are not listed in these tables
Target sequence (P63096 whole entry, looked up): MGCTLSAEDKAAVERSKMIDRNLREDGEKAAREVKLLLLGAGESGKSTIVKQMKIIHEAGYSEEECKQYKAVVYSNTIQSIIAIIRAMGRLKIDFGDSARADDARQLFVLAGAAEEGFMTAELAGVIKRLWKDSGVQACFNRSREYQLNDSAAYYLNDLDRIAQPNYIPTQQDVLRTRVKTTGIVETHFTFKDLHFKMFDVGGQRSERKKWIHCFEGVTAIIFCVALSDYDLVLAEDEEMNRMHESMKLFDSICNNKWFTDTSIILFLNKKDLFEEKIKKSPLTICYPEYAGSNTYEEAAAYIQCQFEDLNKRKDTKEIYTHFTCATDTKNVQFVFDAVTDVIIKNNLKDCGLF
GLA spleen mod = alpha-galactosidase A (human) modulation; AID 2107; hit rate 0.008% among 240,000; P06280; human spleen homogenate, 4MU-alpha-Gal fluorescence, 40 min; Potency, µM (series often up to 80 µM), for the others: at the top dose activity change, negative = inhibition, usual class: inhibitors;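 further: 0% = enzyme with vehicle and -100% = no enzyme basal signal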
Target sequence (P06280 32-429 limits assumed): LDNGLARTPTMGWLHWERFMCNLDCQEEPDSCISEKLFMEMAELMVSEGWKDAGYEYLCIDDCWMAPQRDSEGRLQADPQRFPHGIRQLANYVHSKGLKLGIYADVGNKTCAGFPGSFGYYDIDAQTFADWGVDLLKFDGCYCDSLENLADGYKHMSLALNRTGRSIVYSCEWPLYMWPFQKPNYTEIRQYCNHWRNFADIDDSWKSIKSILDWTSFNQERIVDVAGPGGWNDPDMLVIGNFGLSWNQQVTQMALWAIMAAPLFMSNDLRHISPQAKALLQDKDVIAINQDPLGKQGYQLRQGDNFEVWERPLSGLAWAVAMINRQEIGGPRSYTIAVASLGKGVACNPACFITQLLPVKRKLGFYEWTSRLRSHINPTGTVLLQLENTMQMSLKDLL
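Human spleen homogenate (1 ug) as enzyme source, 4-methylumbelliferyl-alpha-D-galactopyranoside 1 mM final, citrate/phosphate pH 5.0 with 0.01% Tween-20. Compounds 40 min at 37C, NaOH/glycine stop; fluorescence Ex 365/Em 440, Hill-fit AC50.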
KDM4E inh = JMJD2E (human) inhibition. Potency, µM (highest dose often 57.1 µM), for inactives: at the top dose activity change, negative = inhibition, most hits filed as inhibitors. hit rate 1.6% among 230,000. JMJD2E catalytic domain, FDH-coupled NADH fluorescence (FDH is formaldehyde dehydrogenase). B2RXH2; active means well fitted inhibition curve with a large enough effect, not every such curve was filed as active; inconclusive means small, poorly fitted or top-dose-only effect, or another doubt; inactive means no such curve, though single readings can be large or run the other way;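 further: 0% = wells with enzyme and -100% = buffer wells without enzyme; nearly all actives have a fitted effect of over 50% in size; many of its hits are not listed in these tables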
Target sequence (B2RXH2 1-337 limits assumed): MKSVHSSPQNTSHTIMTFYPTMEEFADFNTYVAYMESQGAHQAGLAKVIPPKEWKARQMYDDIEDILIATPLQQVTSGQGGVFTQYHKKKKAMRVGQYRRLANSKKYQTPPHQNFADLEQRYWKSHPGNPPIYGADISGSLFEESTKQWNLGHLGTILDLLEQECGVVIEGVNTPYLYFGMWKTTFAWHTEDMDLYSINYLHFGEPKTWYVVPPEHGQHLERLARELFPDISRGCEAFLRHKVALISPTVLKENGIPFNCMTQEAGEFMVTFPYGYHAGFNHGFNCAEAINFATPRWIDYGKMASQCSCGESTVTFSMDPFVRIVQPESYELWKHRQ
GAA inh = alpha-glucosidase (human) inhibition; P10253; purified human GAA, 4-MU-alpha-glucoside fluorescence; Potency, µM (series often up to 76.9 µM), for the others: at the highest dose activity change, negative = inhibition, hits mostly inhibitors; hit rate 0.005% among 200,000;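 further: plate controls were uninhibited enzyme wells for no effect and no-enzyme background for full effect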
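qHTS format, compound range up to 77 uM. Human lysosomal enzyme at 4 nM, 400 uM 4-MU glucoside substrate, pH 5.0, 20 min room temperature; fluorescence after alkaline stop gives activity normalized to controls.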
ALDH1A1 block = inhibitors of human aldehyde dehydrogenase 1A1; Purified ALDH1A1, NADH fluorescence, propionaldehyde substrate; Potency, µM (top dose mostly 75.3 µM), for the others: top-dose activity, negative = inhibition, actives largely listed as inhibitors; hit rate 7.3% among 220,000; AID 1030; active means well fitted inhibition curve with a large enough effect, not every such curve was filed as active; inconclusive means small, poorly fitted or top-dose-only effect, or another doubt; inactive means no such curve, though single readings can be large or run the other way;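 further: plate controls were no enzyme wells and a reference inhibitor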
GAA glycogen mod = GAA glycogen-cleavage inhibition or activation; hit rate 0.38% among 300,000; recombinant GAA, glycogen substrate, Amplex Red glucose oxidase fluorescence; Potency, µM (titrated, usually from 76.4 µM), for inactives: at the highest dose activity change, negative = inhibition, usual class: inhibitors; P10253;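 further: 0% = full enzyme reaction and -100% = no-enzyme basal signal; the screen sought inhibitors and activators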
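Recombinant enzyme (4 nM final) with compounds titrated up to 77 uM and bovine liver glycogen (30 ug) in citrate pH 5.0, 0.01% Tween-20, 37 C 40 min. Released glucose detected by Amplex Red/glucose oxidase (Ex 573/Em 610); AC50 from Hill fits.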
GAA spleen mod = inhibitors or activators of human alpha-glucosidase in spleen homogenate; P10253; human spleen homogenate, 4-MU-alpha-glucoside fluorescence; Potency, µM (top dose mostly 79.9 µM), for the others: at the top dose activity change, negative = inhibition, hits mostly inhibitors; hit rate 0.006% among 240,000; AID 2112;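 further: 0% = enzyme with vehicle and -100% = no enzyme basal signal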
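Enzyme source: human spleen homogenate, 1 ug/well. Buffer 50 mM citric acid/K phosphate pH 5.0, 0.01% Tween-20. 4-MU-alpha-glucoside 1 mM; 37 C x 40 min; NaOH/glycine stop; fluorescence.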
SMN2 splice enh = SMN2 splice variant enhancement | HEK293 SMN2-luciferase splicing reporter, luminescence, 30-36 h | Potency, µM (titrated, usually from 46.1 µM), for inactives: top-dose activity change, positive = activation, usual class: activators | hit rate 2.8% among 210,000 | AID 1458; further: % of control where 0% means no effect; nearly all actives have a fitted effect of over 55% in size
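HEK293 cells carry an SMN2 minigene-luciferase reporter in which exon 7 inclusion puts luciferase in frame. Cells were seeded at 2000 cells/well, attached for 10-12 hours, then exposed to compounds for 30-36 hours at 37C before ONE-Glo luminescence.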
Active calls of the source: *; ? = inconclusive; . = not tested or not shown; & = joins results of further samples; [ ] = another dose, or the depositor's remark. Unless noted, the call rests on the fitted dose curve; in most records, active means well fitted curve in the direction sought with a large enough effect; inconclusive means small, poorly fitted or top-dose-only effect, or another doubt; inactive means no such curve, though single readings can be large; an effect the other way counts as inactive or inconclusive. Potency means the concentration at half of the fitted maximal effect. A portion of the library; count on the stated rates, not on these rows.

SMILES | RGS12 GoLoco inh | GLA spleen mod | KDM4E inh | GAA inh | ALDH1A1 block | GAA glycogen mod | GAA spleen mod | SMN2 splice enh
CCOC(=O)N1CCN(C(=O)c2cc(OC)cc(OC)c2)CC1 | 3% | 5% | -3% | -3% | ? | 3% | -6% | -20%
O=C(CCN1CCN(CCO)CC1)Nc1ccc(Br)cc1 | 10% | -7% | 3% | 9% | 15% | 18% | -2% | -4%
Cc1ccc(C)c2sc(N)nc12 | 12% | 6% | -9% | 2% | 5% | -8% | 12% | .
CN(C)CCCNCCCNC(=O)c1ccccn1 | 5% | 0% | 21% | -6% | 16% | -5% | -6% | -7%
COc1ccc(OC)c2c1sc(=NC(=O)C1COc3ccccc3O1)n2C (configuration not stated) | -7% | 5% | 2% | . | . | 3% | 7% | .
CCCSc1nc2sc3c(c2c(=O)n1CC)CC(C)(C)OC3 | -5% | -1% | 5% | . | . | -6% | 5% | .
O=C1c2cccc3cccc(c23)C(=O)N1c1nccs1 | 13% | -10% | -17% | -1% | -1% | 9% | -15% | -7%
Oc1[nH]c2ccccc2c1N=Nc1nc(Nc2ccccc2)nc(N2CCOCC2)n1 | 0% | 12% | 5% | . | . | -20% | 8% | .
N/C(=N\OCC(=O)Nc1ccccc1)c1nonc1N | -1% | 0% | 16% | 2% | 7% | 9% | -7% | 23%
Cn1nc2c3ccccc3n(Cc3ccccc3)c2nc1=S | 0% | -5% | 0% | . | . | 7% | -6% | .
COc1ccc(N2CCN(C(=O)c3ccc(C)cc3)CC2)c([N+](=O)[O-])c1 | 1% | 5% | 6% | 2% | 11µM* | 2% | 5% | -9%
Cc1ccccc1C(O)c1cccnc1 (configuration not stated) | -2% | -4% | 0% | ? | 1% | 5% | 4% | 5%
C/[N+]([O-])=C/c1c(OCc2ccc(Cl)cc2Cl)ccc2ccccc12 | 3% | 5% | 4% | 11% | 12% | -10% | 3% | 10%
N#Cc1c[nH]n2c(=O)c3c(nc12)CCCC3 | 3% | -5% | -4% | -2% | 2% | 6% | -5% | -9%
CC(=O)c1cccc(OCC(=O)N(C)CC(=O)Nc2ccc(F)cc2)c1 | -7% | 3% | 7% | . | . | -8% | 1% | .
Cc1cc(NC(=O)CSc2nccn2-c2ccc(Cl)cc2)no1 | 8% | 27% | -9% | -2% | ? | 0% | -11% | -32%[inhibitor]
CCOc1ccccc1N1CCN(Cc2c(C)n(C)n(-c3ccccc3)c2=O)CC1 | -4% | 0% | 0% | 0% | 5% | 2% | 1% | 10%
CCCC(C)n1[nH]c(=O)cc1N (configuration not stated) | 4% | 7% | -12% | 2% | 8% | ? | 1% | 3%
Cc1cccc(C)c1OCC(=O)Nn1c(COc2ccccc2)nc2ccccc2c1=O | 12% | 3% | -7% | -10% | -9% | 1% | 3% | -12%
Cc1ccc(C(=O)O)cc1N1C(=O)CCCC1=O | 3% | -2% | -4% | ? | 14% | 14% | -7% | .

Just GAA spleen mod, for 2 of the compounds above:
compound | GAA spleen mod
Cc1cccc(C)c1OCC(=O)Nn1c(COc2ccccc2)nc2ccccc2c1=O | 3%
N/C(=N\OCC(=O)Nc1ccccc1)c1nonc1N | -7%

Continued.
SMILES | RGS12 GoLoco inh | GLA spleen mod | KDM4E inh | GAA inh | ALDH1A1 block | GAA glycogen mod | GAA spleen mod | SMN2 splice enh
CCOc1cccc(/C=C2/NC(=O)N(CC(=O)Nc3cccc(C)c3)C2=O)c1O | 11% | -12% | -4% | 2% | 0% | -16% | -3% | 0%
CCOC(=O)c1sc(NC(=O)CCSC)nc1C | 12% | -4% | -4% | -7% | ? | 8% | 0% | -13%
FC(F)(F)c1ccc(CN2C[C@@H]3C(c4ccc(C(F)(F)F)cc4)C4(c5cccnc5)CC3(C4)[C@H]2c2ccccc2)cc1 (some centres not stated) | -5%&11% | -7%&6% | -8%&2% | . | -1% | -5% | 3%&-4% | -27%
CCn1c(SCC(=O)Nc2ccccc2OC)nc(O)cc1=O | 43%[activator] | -3% | 5% | . | . | 6% | -1% | .
COc1ccccc1CN1CC[C@@]2(CCCN(C(=O)c3ccco3)C2)C1 | -3% | -3% | . | . | ? | . | -10% | -12%
Cc1onc(-c2ccccc2)c1C(=O)Nc1ccc2c(c1)OCCO2 | 11% | 6% | -3% | -11% | -7% | 8% | -9% | -13%
N#Cc1c2c(c(-c3ccccc3)[nH]c1=O)CCCC2 | -8% | 10% | 1% | 4% | 1% | 0% | 10% | -14%
Cc1cccc(-n2nc(C(=O)Nc3ccccc3)n3c(=O)cc(-c4ccccc4)nc23)c1 | 4% | 3% | 4% | -2% | 10% | -3% | -4% | 15%
O=C(NC1CC2CCCC(C1)N2S(=O)(=O)c1ccccc1)c1ccccc1 (configuration not stated) | -16% | -2% | 11% | 1% | ? | -18% | 1% | -15%
COc1cccc2c1C(=O)c1c(O)c3c(c(O)c1C2=O)C[C@@](O)(C(=O)CO)C[C@@H]3O[C@H]1C[C@H](N)[C@H](O)[C@H](C)O1 | 2.8µM* | 0%&1% | ? | -20%[15.4 µM] | ? | -14% | 6%&-9% | -102%&-92%[inhibitor]
O=C(O)/C=C/c1cn(Cc2ccccc2)nc1-c1ccc(Cl)cc1 | 9% | -5% | 1% | 0% | 4% | -3% | 2% | 4%
O=C(CSc1nnc(-c2ccncc2)o1)NCc1ccccc1 | -1% | -3% | 9% | 9% | -2% | 6% | 0% | 1%
CCn1c(COc2cccc3cccnc23)nnc1SCC(=O)OC | 7% | 0% | ? | 4% | ? | 8% | -10% | -25%
CN(NC(=O)COc1ccccc1)C1=NS(=O)(=O)c2ccccc21 | 10% | 4% | -6% | 13% | 2% | 0% | -2% | .
O=C(O)CN(Cc1ccccc1)S(=O)(=O)c1ccc2c(c1)OCCO2 | 1% | -1% | -12% | 15% | ? | 3% | -5% | .
FC(F)Oc1ccc(/C=N/NC(=S)Nc2cc(C(F)(F)F)ccc2Cl)cc1 | 10% | 1% | 5% | -12% | -3% | 8% | 1% | -24%
O=C(Nc1cccn(Cc2c(Cl)cccc2Cl)c1=O)c1c(Cl)cccc1Cl | 4% | -3% | -20% | -2% | -28% | -7% | -12% | -33%[inhibitor]
COc1ccc(CN(C(=O)c2ccccc2OC)C2CCS(=O)(=O)C2)cc1 (configuration not stated) | -2% | 16% | 9% | -6% | 3% | 0% | 6% | ?
CCn1c(SCC(=O)c2ccc(Cl)s2)nnc1-c1cccs1 | 23% | 8% | 6% | -4% | -18% | -3% | -3% | 1%
CCCC(=O)Nc1ccc(N2CCCCC2)cc1 | -25% | -5% | 7% | 2% | -2% | -17% | 0% | ?
Cn1c(=O)c2c(ncn2CC(=O)N/N=C/C=C\c2ccccc2[N+](=O)[O-])n(C)c1=O | 3% | 3% | 3% | . | . | 4% | -3% | .
O=C(CSc1n[nH]c(=O)[nH]c1=O)N/N=C/c1ccccc1 | 0% | 2% | 11% | 0% | -6% | -8% | 1% | 22%
COc1cc(OC)cc(C(=O)N/N=C/c2ccc(OC)c(COc3ccc4ccccc4c3)c2)c1 | 20% | -3% | ? | 0% | ? | -5% | -4% | -4%
O=C1NC(=O)C2(COC3(CCCC3)OC2)S1 | 3% | -5% | 4% | 0% | 4% | 0% | -5% | 21%
COc1ccc(Nc2nc(-c3cccc([N+](=O)[O-])c3)nc3ccccc23)c(OC)c1 | 11% | 4% | 3% | -9% | 4% | -5% | -8% | -15%
COc1ccc(NC(=O)c2oc3ccccc3c2NC(=O)c2ccco2)cc1 | 3% | 0% | ? | ? | ? | -6% | -9% | -2%
O=C(NCCO)/C(=C\c1ccco1)NC(=O)c1cccs1 | -5% | 3% | -3% | 3% | -1% | -11% | . | ?
COc1ccc(S(=O)(=O)N2CCOC2CNC(=O)C(=O)NCCc2ccc(OC)c(OC)c2)cc1 (configuration not stated) | 9% | 8% | -1% | -2% | -1% | 2% | 2% | -44%[inhibitor]
Cc1c(Cc2ccccc2)sc(NC(=O)C(C)(C)C)c1C(N)=O | 38%[activator] | 3% | -10% | -13% | 8.9µM* | 0% | 1% | -5%
O=c1oc2ccccc2cc1C1=Nn2c(nnc2-c2cccnc2)SC1 | 5% | 5% | 1% | -10% | 1% | 8% | 2% | -11%
Cc1nnc(SCC(=O)N2CC(=O)Nc3ccccc32)n1Cc1ccccc1 | 11% | 6% | 3% | 0% | ? | 3% | 3% | -6%
Cc1ccc(S(=O)(=O)NCc2ccc3c(c2)cc(C)n3C)cc1 | -9% | -18% | -15% | -6% | 20µM* | -1% | -3% | 16%
CC(C)NS(=O)(=O)c1ccc(CCC(=O)NCc2ccc3c(c2)OCO3)cc1 | -2% | 0% | 5% | 1% | 4% | -2% | -6% | -10%
O=C(NCCNc1ccc([N+](=O)[O-])cc1C(F)(F)F)c1cccc(F)c1 | 7% | 3% | 4% | -6% | ? | -1% | 6% | -16%
COc1ccc(C[C@@H]2CN3C(=NC[C@@H]3C)N2C[C@H](C)NC(=O)c2ccc(C)c(Br)c2)cc1 | -7% | 2% | 0% | . | -12% | 12% | -2% | .
COC(=O)C1CCN(C(=O)CN2C(=O)NC(CCc3ccccc3)C2=O)CC1 (configuration not stated) | 2% | -3% | -1% | -1% | 14% | 4% | 1% | -8%
CC1=NN=C(c2ccccc2)C(c2c[nH]c3ccccc23)N1O (configuration not stated) | 3% | -2% | 1% | -3% | 0% | 10% | -1% | -10%
CCOc1cc(C(=O)Nc2cnccn2)cc(OCC)c1OCC | 10% | 2% | 0% | -3% | 5% | 1% | -7% | 14%
N#Cc1cc2c(=O)n3ccccc3nc2n(CCCN2CCOCC2)c1=O | . | ? | ? | ? | ? | 8% | ? | .
O=S(=O)(c1ccc(Cl)c(NC(=S)Nc2ccccc2N2CCOCC2)c1)N1CCOCC1 | 8% | -17% | 3% | 0% | 20µM* | -20% | -8% | 2%
O=C(N/N=C/c1cccc(O)c1)c1ccc(COc2ccc3c(c2)CCC3)o1 | 9% | 3% | -7% | -7% | -10% | -7% | -1% | -27%
O=C(COC(=O)C12CC3CC(CC(O)(C3)C1)C2)N1CCN(S(=O)(=O)c2ccc(Cl)cc2)CC1 | -27% | 0% | -1% | ? | ? | -10% | -7% | -17%
